Source: PubChem BioAssay
ADAM17 inh: inhibitors of human ADAM17 | recombinant ADAM17, EDANS/DABCYL FRET peptide cleavage | inhibition, % at 6.95 µM | 0.83% of 370,000 active | AID 720648;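 active means inhibition above the mean of compounds lying between control limits plus 3 SD, set per campaign, cut at about 8.5% in these data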;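 further: 0% = DMSO-only wells as the low control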
ASAP1 inh: ASAP1 ArfGAP inhibition; inhibition, % at 16.5 µM; ASAP1-stimulated ARF1 GTP hydrolysis, GDP FP detection; 0.19% of 360,000 active; in the data active means inhibition above about 25%;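 further: 0% = vehicle with enzyme and substrate and 100% = no enzyme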
PLCb3 inh: inhibitors of human phospholipase C beta3. Q01970. Purified PLC-beta3, fluorogenic substrate, fluorescence. inhibition, % at 12.2 µM. 0.18% of 370,000 active. AID 720704; in the data active means inhibition above about 11%;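 further: 0% = median of compound wells on plate and 100% = full blocker control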
ADAM10 inh: ADAM10 inhibition, QFRET primary screen; O14672; recombinant ADAM10, EDANS/DABCYL FRET peptide cleavage, 3 h; inhibition, % at 7 µM; 0.62% of 370,000 active; AID 720582;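 active means inhibition above a per-campaign cutoff equal to the mean of compounds falling between control-based bounds plus 3 SD, cut at about 20% in these data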;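 further: 0% = DMSO wells while the 100% control is not disclosed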
PLCg1 inh: PLC-gamma1 (human) inhibition, primary screen. purified PLC-gamma1, fluorogenic substrate, fluorescence. inhibition, % at 12.2 µM. 0.84% of 370,000 active; in the data active means inhibition above about 9.5%
TDP2 absorb: TDP2 (human) inhibition, absorbance primary screen | recombinant TDP2, T5PNP hydrolysis, p-nitrophenol absorbance 415 nm | inhibition, % at 12.8 µM | 0.34% of 370,000 active | AID 720702;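 active means inhibition above the mean of all tested compounds plus 3 SD, set per campaign, cut at about 25% in these data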;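 further: 0% = DMSO with enzyme and 100% = buffer with substrate but no TDP2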
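Test system: Human TDP2 enzyme | Reagent: 5 mM T5PNP | Compound dosing: 12.8 µM single point, 1% DMSO | Incubation: Enzyme reaction with compound for 2 h at 37 °C | Technique: p-Nitrophenol epi absorbance | Read-out: % inhibition relative to enzyme-containing and enzyme-free wells | Benchmarks: High control without enzyme, low control DMSO plus TDP2 | Replicates: Singlicate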
Tn7 DDE FP: disrupts Tn7 cyclic peptide binding to fibrin D-Dimer-E complex; P02675; FP displacement of FITC-Tn7 peptide from fibrin DD(E); 0% = median of compound wells per plate; inhibition, % at 8.3 µM; 0.13% of 370,000 active; AID 720508;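 active means inhibition above the mean of compounds falling within the control limits plus 3 SD of them, cut at about 14% in these data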;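 further: 0% = plate median of compound wells and 100% = 10 µM Aha-Tn7 peptide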
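system = human fibrin DD(E) protein | quantity = DD(E) 2 µM final | medium = Tris/NaCl/CaCl2 buffer, pH 7.8 | also added = labelled Tn7 tracer, 0.1 µM | compound dosing = single point at 8.3 µM | timing = compound with protein 10 min, then 3 h after probe, room temperature | signal = FP measurement | benchmarks = Aha-Tn7 high control | repeats = one replicate per compound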
SIAE primary: blocks human sialic acid acetylesterase; Q9HAT2; SIAE FP-Rh probe binding, fluorescence polarization; inhibition, % at 9.66 µM; 0.69% of 370,000 active;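 active means inhibition above a cutoff: mean of compounds within the control limits plus 3 SD of those, cut at about 17% in these data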;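 further: 0% = plate median of compound wells and 100% = probe without SIAE protein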
ARFGAP1 inhibitor: rat ARFGAP1 inhibition | Q62848 | Arfgap1-stimulated ARF1 GTP hydrolysis, GDP FP detection | inhibition, % at 16.5 µM | 0.26% of 360,000 active | AID 651572;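 active means inhibition above a per-plate limit, mean inhibition of low control wells plus 3 SD, cut at about 25% in these data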;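 further: 0% = DMSO wells with enzyme and 100% = wells lacking Arfgap1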
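material = rat Arfgap1 catalytic domain, aa 1-136 | also added = human ARF1(Δ1-17)-GTP substrate | compound dosing = one concentration, 16.5 µM, DMSO 1.26% | times = GTP hydrolysis reaction 2 h at 25 °C | measured by = FP, GDP Alexa 633 tracer displaced from anti-GDP antibody, 620/688 nm | evaluation = percent inhibition of Arfgap1-stimulated GTP hydrolysis | replication = single well per compound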
DDE Tn6 FP inh: disrupts Tn6 cyclic peptide binding to fibrin D-Dimer-E complex. P02675. AID 720509. Fibrin DD(E) TRITC-Tn6 fluorescence polarization displacement. 0.21% of 370,000 active. inhibition, % at 8.3 µM;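 active means inhibition above a per-campaign cutoff: mean of compounds within control limits plus 3 SD, cut at about 15% in these data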;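 further: 0% = median of all compound wells on the plate and 100% = blocking peptide control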
* hit, by the source's call; i = inactive. An unsorted share of the library; overall some 3.6% were active at least once.

Tn7 DDE FP | DDE Tn6 FP inh | ASAP1 inh | PLCb3 inh | PLCg1 inh | ADAM17 inh | ARFGAP1 inhibitor | TDP2 absorb | SIAE primary | ADAM10 inh | mol
2 | 1 | -2 | 0 | -1 | 0 | 2 | 0 | -6 | 4 | COc1ccc(-n2c(SCC(=O)NCC3CCCO3)nc3ccccc32)cc1 (stereo not drawn)
4 | 2 | -3 | -37 | -25 | -4 | -14 | 2 | 2 | -23 | Cc1cc(C)c2nc(NNC(=O)c3cc(=O)c4ccccc4o3)sc2c1
-7 | 1 | 5 | 0 | 2 | 0 | 5 | -1 | 1 | -4 | CCCCC(=O)Nc1ccccc1Oc1ccccc1
3 | -3 | -9 | 4 | 0 | 0 | -1 | -1 | 4 | -8 | CC1=C(C(=O)N(C(C)C)C(C)C)CC(CC(=O)NC2CCCC2)C(=O)N1CCC1=CCCCC1 (stereo not drawn)
-3 | 0 | -1 | 5 | 2 | 1 | 10 | -3 | 2 | 11 | CC(=O)NCc1ccc(S(=O)(=O)N/N=C/c2ccccc2)cc1
4 | -6 | -7 | -6 | -1 | 0 | -7 | 9 | 9 | -10 | COc1ccc(OC)c(N(CC(=O)NC2CCCC2)S(=O)(=O)c2ccc(OC)c(OC)c2)c1
1 | -10 | -4 | 0 | -2 | -4 | 2 | 9 | -2 | -8 | COc1ccc(C(=O)N2CCC2(C)C(=O)NC(C)C)cc1OC (stereo not drawn)
-6 | 9 | 1 | -1 | -5 | -2 | 13 | -15 | 2 | -2 | CCOC(=O)C1=CC[C@H]2c3c(c4ccccc4n3C)C(=O)C1N2Cc1ccccc1
3 | 6 | -8 | -6 | -3 | 1 | -1 | -11 | -8 | 4 | Cc1ccc(NC(=O)CCc2nnc3ccc(NCc4ccco4)nn23)cc1F
-4 | -8 | 2 | 7 | -1 | 1 | 2 | 5 | 2 | -2 | O=C(NN1C(=O)c2ccccc2NC1c1cccnc1)c1ccc([N+](=O)[O-])cc1 (stereo not drawn)
5 | -1 | -7 | 1 | 3 | 4 | -7 | -3 | 8 | 3 | CN(C(=O)Cc1c[nH]c2ccccc12)C(C(=O)Nc1ccc2c(c1)OCO2)c1ccccc1 (stereo not drawn)
5 | 0 | -2 | -5 | 2 | -3 | 9 | 6 | -3 | 4 | COc1ccccc1NC(=S)N(Cc1ccc(C)cc1)Cc1cccnc1
-1 | 8 | 7 | 1 | 4 | -3 | -3 | -10 | 3 | 3 | Cc1ccc(NC(=O)CCn2c(=O)oc3ccccc32)cc1
-5 | -2 | -3 | i | i | -470 | -7 | -3 | 38* | i | O=C(Oc1ccc2ccc(=O)oc2c1)C1CCCCC1
0 | 1 | 2 | 7 | 4 | -3 | 5 | 5 | 6 | -2 | CC(C)C[C@@H]1CN=C(N)N1C[C@@H]1CCCN1C[C@@H](C(C)C)N1C[C@@H](Cc2ccccc2)N(CCc2ccc(Cl)c(Cl)c2)C1=N
-4 | 1 | 1 | 1 | 1 | 0 | 7 | -10 | 1 | 4 | CCN(CCCNC(=O)C1CCN(S(=O)(=O)N2CCC3(CC2)OCCO3)CC1)c1ccccc1
6 | -9 | 1 | 1 | 3 | -6 | 11 | 5 | 16 | -7 | CN[C@@H](C)C(=O)NC[C@H]1O[C@@H](n2cnc3c(N)ncnc32)[C@H](O)[C@@H]1O
1 | -6 | -10 | 3 | 1 | 3 | 2 | 3 | 12 | 4 | Fc1ccc(CNC(=S)Nc2ccc(OC(F)F)cc2)cc1
4 | -5 | 4 | -9 | 2 | -8 | 0 | 2 | -1 | -12 | COCCCN(C(=O)C1CCC1)c1c(N)n(Cc2ccccc2)c(=O)[nH]c1=O
1 | 6 | 2 | 1 | -1 | 2 | 5 | -5 | -5 | 8 | C[C@H](CO)N1C[C@H](C)[C@@H](CN(C)S(=O)(=O)c2ccc(F)cc2)Oc2cc(Br)ccc2S1(=O)=O
8 | -8 | -12 | -63 | -32 | -30 | -2 | -5 | 1 | -110 | COc1ccc(CCn2c(=N)c(C(=O)NCC3CCCO3)cc3c(=O)n4cccc(C)c4nc32)cc1 (stereo not drawn)
-2 | -2 | -3 | -5 | 0 | 2 | 1 | 1 | 1 | -4 | O=C(c1ccc(OC2CCN(Cc3ccccc3O)CC2)cc1)N1CCCCC1
4 | 0 | -9 | 0 | 0 | -2 | -3 | 3 | -4 | -7 | CC(=O)Nc1ccc(C(O)(C(F)(F)F)C(F)(F)F)cc1
0 | 1 | 9 | -2 | 0 | -5 | 6 | 11 | 2 | -11 | Cc1ccc2c(cnn2C(=O)CCC(=O)NC2CCCCC2)c1
9 | 2 | 10 | -2 | 2 | 8 | -5 | 8 | -53 | 19 | Cc1ccc(NC(=O)c2cc(S(=O)(=O)N3CCc4ccccc43)cn2C)cc1C
-7 | -2 | 10 | -333 | -244 | -153 | 11 | 14 | -12 | -392 | O=c1[nH]c(-c2ccc(O)cc2)nc2scc(-c3cccs3)c12
0 | 1 | 9 | -4 | -1 | 8 | 7 | -3 | -5 | 16 | CCCCC[C@H](C)N1C[C@H](COCc2ccccc2)Oc2cc(N3CCC[C@H]3CO)ccc2S1(=O)=O
-7 | -1 | 1 | 4 | 1 | -1 | -9 | 10 | 0 | 3 | NC(=O)c1ccccc1OCC(=O)NS(=O)(=O)c1ccc(Cl)cc1
6 | 5 | -4 | -20 | -15 | -27 | -1 | 6 | 1 | -79 | COCCCNC(=O)c1ccccc1NS(C)(=O)=O
2 | -1 | -7 | -1 | -2 | -4 | -2 | 1 | 11 | -9 | COc1ccccc1C(=O)NCCC(=O)NCc1cccnc1
1 | 0 | 2 | 1 | 2 | -1 | -1 | 5 | 2 | 0 | COC(=O)C1CCN(C(=O)c2ccc(NC(C)=O)cc2)CC1
-3 | -21 | -3 | -7 | -1 | 8 | 7 | -3 | 7 | 13 | FC(F)(F)c1cnc(NNC(=S)Nc2ccccc2)c(Cl)c1
-1 | -2 | -2 | 2 | 2 | -1 | 14 | -3 | 4 | 6 | COc1ccc(C(=O)NCc2nnc(SCC(=O)N3CCOCC3)o2)cc1
-6 | 2 | 1 | -345 | -226 | -60 | 2 | -1 | 8 | -221 | CCOc1ccc(C(=O)Nc2cc3c(cc2N2CCCC2)n(CC)c(=O)n3CC)cc1OCC
-3 | 2 | 6 | -6 | -5 | -4 | 1 | -7 | -1 | -18 | O=C(O)Cn1ncc2c1-c1ccoc1CC2
6 | -2 | -17 | -134 | -4 | -3 | 7 | -6 | -4 | 0 | CC1CCN(C(c2ccc(N(C)C)cc2)c2nnnn2Cc2ccc(F)cc2)CC1 (stereo not drawn)

The final two entries of the section before lead into the next.
Tn7 DDE FP | DDE Tn6 FP inh | ASAP1 inh | PLCb3 inh | PLCg1 inh | ADAM17 inh | ARFGAP1 inhibitor | TDP2 absorb | SIAE primary | ADAM10 inh | mol
-3 | 2 | 6 | -6 | -5 | -4 | 1 | -7 | -1 | -18 | O=C(O)Cn1ncc2c1-c1ccoc1CC2
6 | -2 | -17 | -134 | -4 | -3 | 7 | -6 | -4 | 0 | CC1CCN(C(c2ccc(N(C)C)cc2)c2nnnn2Cc2ccc(F)cc2)CC1 (stereo not drawn)
-8 | -6 | 4 | -4 | -2 | -2 | 4 | -1 | -23 | 4 | O=C(Cn1cnc2cc([N+](=O)[O-])ccc2c1=O)Nc1ccc2c(c1)CCC2
2 | 3 | 2 | -5 | -1 | -6 | 1 | 8 | 2 | -5 | COc1ccc(/C=C/C(=O)O)cc1S(=O)(=O)NCC1CCCO1 (stereo not drawn)
2 | -5 | 20 | -130 | -99 | -111 | 4 | -3 | 26* | -237 | COc1ccc(-c2[nH]c(-c3cc(OC)c4c(c3)OCO4)nc2-c2ccccc2)cc1
4 | 1 | -13 | -1 | -2 | -1 | 8 | 4 | 1 | 7 | CSc1ccc(Cl)c(C(=O)Nc2ccc(N3CCOCC3)cc2)c1
3 | 5 | 2 | -5 | 0 | -4 | 5 | -4 | -3 | 0 | CCCNC(=O)c1c(O)c2cccc3c2n(c1=O)CCC3
0 | 4 | 7 | -1 | -2 | -1 | 0 | -9 | 6 | -2 | N#Cc1ccccc1Sc1ccccc1C(=O)N1CCOCC1
-6 | 6 | -1 | 0 | 2 | 0 | -11 | 8 | 4 | -13 | COc1ccc(S(=O)(=O)N2CCOC23CCN(S(=O)(=O)c2cc(C)ccc2C)CC3)cc1
5 | -1 | 8 | -2 | 0 | 1 | -2 | 5 | 2 | -78 | Cc1ccc(C)c(S(=O)(=O)Nc2cc3c4c(c2)CC(=O)N4CCC3)c1
3 | -3 | -6 | -9 | 6 | -4 | 4 | -6 | 5 | -12 | CC1CCCCC1NC(=O)COC(=O)c1cccn1C (stereo not drawn)
6 | 6 | -2 | 3 | -3 | -20 | -3 | -9 | -6 | -2 | Cn1nc([N+](=O)[O-])nc1N1CCOCC1
-4 | 1 | 8 | 4 | 3 | -3 | 21 | -2 | -1 | 12 | Cc1ccc(C(=O)NC2CCS(=O)(=O)C2)cc1S(=O)(=O)N1CCCCC1 (stereo not drawn)
0 | 2 | 3 | 0 | -3 | -1 | -8 | 8 | 5 | -7 | CCOC(=O)CNC(=O)c1c2c(nc3ccccc13)CCCC2
-4 | 2 | -7 | 2 | 4 | -2 | 18 | -6 | 10 | -9 | Cc1cccc(NC(=O)c2onc3c2CCCC3)c1C
-5 | -1 | 0 | 0 | -2 | -3 | -6 | 10 | 8 | 3 | O=C(O)CCC(NC(=O)c1ccc(Cl)cc1)C(=O)O (stereo not drawn)
6 | 6 | -6 | -4 | 0 | -4 | -6 | 1 | 6 | -4 | CC(C)CCNC(=O)C(=O)Nc1cc2c3c(c1)CC(=O)N3CCC2
-1 | -6 | -13 | -2 | 0 | -3 | -2 | 1 | 10 | 1 | CC(=O)C1=C(C)N(Cc2ccccc2)C(=O)N[C@H]1c1cccs1
7 | 5 | 9 | 2 | -1 | 5 | -6 | -5 | 3 | 8 | CN(CCc1ccccc1)C(=O)c1ccc(NC(=O)Cc2ccc([N+](=O)[O-])cc2)cc1
0 | -11 | 2 | -3 | 4 | 0 | 4 | -14 | -4 | 0 | NS(=O)(=O)c1ccc(CCNC(=O)COC(=O)/C=C/c2ccccc2Cl)cc1
4 | 6 | 4 | 2 | 2 | -3 | 0 | 15 | 2 | 1 | COc1cccc(NC(=O)Cc2ccc(C)cc2)c1
-13 | -2 | 6 | 5 | 4 | 4 | -6 | -15 | 3 | 6 | Cc1ccc(C(=O)CSc2nnc3c4ccccc4nc(C(C)(C)C)n23)cc1
